mcGAS MS inh: mouse cGAS inhibition by mass spec; actives 0.18% (n = 130,000); AID 1259397; recombinant mouse cGAS, cGAMP by RapidFire MS; inhibition, % at 12.5 µM; Q8C6L5;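 active = inhibition of cGAS enzyme activity at or above 60%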;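 also: enzyme stimulated by 45 bp dsDNA with ATP and GTP substrates; cGAMP share of summed cGAMP plus half ATP and half GTP signals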
Target sequence (Q8C6L5 whole entry, looked up): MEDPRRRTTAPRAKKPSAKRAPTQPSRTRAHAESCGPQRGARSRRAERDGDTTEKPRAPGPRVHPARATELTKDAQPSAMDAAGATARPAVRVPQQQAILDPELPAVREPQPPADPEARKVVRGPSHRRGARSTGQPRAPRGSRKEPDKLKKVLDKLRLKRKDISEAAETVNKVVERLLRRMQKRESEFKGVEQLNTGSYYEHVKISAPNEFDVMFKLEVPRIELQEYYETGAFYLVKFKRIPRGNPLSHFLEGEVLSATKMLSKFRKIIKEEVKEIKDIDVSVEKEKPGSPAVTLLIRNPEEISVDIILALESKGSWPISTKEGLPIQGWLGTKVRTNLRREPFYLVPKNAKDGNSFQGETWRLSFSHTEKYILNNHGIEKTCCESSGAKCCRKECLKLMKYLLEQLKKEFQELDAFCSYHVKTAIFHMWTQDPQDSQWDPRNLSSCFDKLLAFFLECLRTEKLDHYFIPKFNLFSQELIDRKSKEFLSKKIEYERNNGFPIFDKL
* = called active by the depositor; & = joins results of further samples. This is a subset. The share of hits here may be higher or lower than overall.

entry	mol	mcGAS MS inh
1	CCc1ccc(N2CC(C(=O)NC(C)(C)C)CC2=O)cc1 (centres undefined)	-2.1
2	C=CCn1c2nc3ccccc3nc2c2c(=O)n(Cc3ccco3)cnc21	5.9
3	CC(=O)c1cc(F)ccc1OCC(=O)Nc1ccc(OC(F)F)cc1	-4.1
4	Cc1cccc(N2CCN(CC(O)c3ccccc3Cl)CC2)c1 (centres undefined)	-16.7
5	Oc1ccc(Br)cc1-c1nnco1	-1.2
6	CCC1SC(N2CCCCCC2)=NN=C1c1ccccc1 (centres undefined)	-4.3
7	CNC(=O)c1cccc(S(=O)(=O)N2CCN3CCNC(=O)C3C2)c1 (centres undefined)	-17.2
8	CC(C)(C)P(=Nc1cccc([N+](=O)[O-])c1)(c1ccccc1)N1CCCCC1 (centres undefined)	-26.2
9	O=C(CCNC1CCCN(c2cccnn2)C1)N1CCOCC1 (centres undefined)	-3.7
10	Cc1ccc(C(=O)NCC(C)(C)N2CCN(C)CC2)cc1C	-10.9
11	CCCCc1nc(Cl)c(CO)n1Cc1ccc(-c2ccccc2-c2nn[nH]n2)cc1	-5.9&3.6
12	CCOC(=O)NC(=O)c1cn(CCN(C)C)c(=O)[nH]c1=O	-6.1
13	O=C(NCc1cccs1)c1cn(Cc2ccc3c(c2)OCO3)c(=O)s1	-16.5
14	CCOC(=O)N1CCN(C(=O)c2ccc3c(c2)C(=O)c2ccccc2-3)CC1	-5.5
15	O[C@@H]1CN(Cc2ccccc2Cn2cccn2)CC[C@H]1c1ccc(F)cc1	-13.2
16	Cc1cnc(C(=O)O)c[n+]1[O-]	-7.2
17	CSc1ncc(CN2CCC(CO)(Cc3ccccc3Cl)CC2)cn1	6.1
18	CCN(CC)S(=O)(=O)c1ccc(F)c(C(=O)NC2(C(=O)O)CCCCC2)c1	2.9
19	Clc1ccc(-c2[nH]ncc2Br)cc1	-26.6
20	Cn1cc(S(=O)(=O)NC(=O)c2cnc(-c3ccccc3)nc2)cn1	12.5
21	Cc1cc(CC(C)NC(=O)c2cnc(N(C)C)nc2C)n[nH]1 (centres undefined)	-9.7
22	Cc1ccc(C)c(OCc2cc(C(=O)N3CCN(c4cnccn4)CC3)no2)c1	-1.5
23	C#C[C@]1(OC(C)=O)CC[C@H]2[C@@H]3CCC4=CC(=O)CC[C@@H]4[C@H]3CC[C@@]21C	-13.7
24	NS(=O)(=O)c1ccc2[nH]c(=O)c3n[nH]c(=O)n3c2c1	-33.4
25	CCCCc1ccc(N=Cc2c(C)c(C#N)c(=O)n(CCCC)c2O)cc1	-4.8
26	N#CC1=C(N2CCOCC2)N=P(c2ccccc2)(c2ccccc2)N=C1c1ccccc1	-10.5
27	OC(c1cccnc1)c1nc(/C=C/c2ccc(C(F)(F)F)cc2)cs1 (centres undefined)	1.4
28	CCC(C)C(N)C(=O)Nc1nnc(-c2ccc(Br)cc2)s1 (centres undefined)	-1.7
29	CC1CCN(c2ccc(N)cc2C(=O)NC(C)c2ccccc2)CC1 (centres undefined)	-1.9
30	CC(NC(=O)c1cc(S(=O)(=O)N2CCCC2)cn1C)c1ccc(Cl)cc1Cl (centres undefined)	-8.2
31	C#CCOc1ccc(C(=O)N2CCOCC2C#N)cc1 (centres undefined)	4.9
32	COc1ccc(Cl)cc1NS(=O)(=O)c1ccc(C)cc1C	5.4
33	O=C(NCC1COc2ccccc2O1)N1CCCCCC1c1ccncc1 (centres undefined)	-11.7
34	COC(=O)Cn1c(=NC(=O)CSCC(=O)Nc2nccs2)sc2cc(OC)ccc21	-1.1
35	COc1ccccc1OC1CN(C(=O)CCc2c(C)nn(C)c2C)C1	-22.1
36	Cc1nc(C(=O)N2CCCC(c3nc(C(C)C)no3)C2)cs1 (centres undefined)	-20.0
37	Cc1ccc2nc(C3CCCN3Cc3nnc(C)s3)[nH]c2c1 (centres undefined)	-15.5
38	NC(=O)CCn1ccc(NC(=O)/C=C/c2cccc(F)c2)n1	-3.4
39	O=C(Nc1cccc(-c2cscn2)c1)C1CCN(Cc2cccnc2)CC1	-2.7
40	O[C@@H]1CN(c2nccc3ccccc23)CC[C@H]1c1ccc2c(c1)OCO2	11.0
41	O=C(C1CCCCC1)N1CCN=C1SCc1cccnc1	-6.9
42	NS(=O)(=O)c1ccc(NC(=S)N2CCN(CCO)CC2)cc1	-2.2
43	Cc1ccc(Nc2nnc(SCC(=O)NC(=O)Nc3ccc4c(c3)OCCO4)s2)cc1C	-8.1
44	Cc1ccc(CN2CC(C(=O)NC3CCOc4ccccc43)CC2=O)cc1 (centres undefined)	-9.4
45	Cc1ccc2[nH]c(=O)c(-c3noc(C(C)(C)C)n3)cc2c1	6.6
46	O=C(Cn1[nH]c(=O)c2ccccc2c1=O)N(Cc1ccsc1)C1CC1	5.3
47	CN(C)S(=O)(=O)c1ccc(C(=O)OC2CCC(C(C)(C)C)CC2)cc1 (centres undefined)	20.0
48	COC(=O)C1=C(C)N=c2sc(=Cc3ccc(C)o3)c(=O)n2C1c1ccccc1 (centres undefined)	-17.1
49	Cn1c(C(=O)O)cc(Br)c1C=O	9.3
50	N#CCc1c(C#N)c(N)nc(N(CCO)CCO)c1C#N	-4.7

The list continues:
entry	mol	mcGAS MS inh
51	O=c1oc2ccc3ccccc3c2cc1-c1nnc(Nc2ccc(Br)cc2)s1	-9.5
52	COc1ccc(C(=O)N2CCC(C(=O)Nc3cccc(-c4cccc(Cl)c4)c3)CC2)o1	-2.3
53	c1ccc2[nH]c(Sc3nc4ccccc4n4cnnc34)nc2c1	-4.8
54	CC(C)NC(=O)COC(=O)c1ccccc1CSC1=NCCS1	-8.1
55	O=C1C(=Cc2ccccn2)SC(=S)N1c1cccnc1	4.7
56	Cc1ccc(-c2cc(C(=O)N(CCC(=O)NN3CCOCC3)CC(C)C)no2)cc1	-3.0
57	O=C(CSCc1ccc(Cl)cc1)Nc1nc2c(s1)CCC2	5.9
58	Cc1cnc(CN(C)C(=O)c2ccccc2OC2CCN(Cc3ccccn3)CC2)[nH]1	6.8
59	CCn1cc(C(=O)OCC2CCN(C)C2c2ccc(OC)cc2)cn1 (centres undefined)	-16.2
60	CCCCOC(=O)c1cccc(NC(=O)c2c(-c3ccccc3Cl)noc2C)c1	-3.6

Another view of two compounds above:
(54) CC(C)NC(=O)COC(=O)c1ccccc1CSC1=NCCS1
  mcGAS MS inh = -8.1
(55) O=C1C(=Cc2ccccn2)SC(=S)N1c1cccnc1
  mcGAS MS inh = 4.7

Continued.
entry	mol	mcGAS MS inh
61	Cc1cc2cc(C(=O)NCCc3csc(-c4ncccn4)n3)ccc2o1	-7.7
62	Cc1nonc1CN(C)C(=O)c1[nH]c2ccc(F)cc2c1C	-16.9
63	Cc1ccc(CC2(NC(=O)C(C)N3CCCC3=O)CC2)cc1 (centres undefined)	-17.6
64	CN(CC(=O)N1c2ccccc2NC(=O)C1(C)C)Cc1ccc(F)cc1	-14.6
65	Cn1c(=O)c2c(nc(CN3CCCCC3)n2Cc2c(Cl)cccc2Cl)n(C)c1=O	-2.3
66	CCc1cc(NCCCNS(C)(=O)=O)nc(-c2ccccn2)n1	-8.4
67	CCOC(=O)C1(CCOc2ccccc2)CCN(C(=O)Nc2ccccc2)CC1	-12.9
68	COc1cccc(Oc2cc(C(F)(F)F)nc(SCc3ccccc3Cl)n2)c1	0.1
69	COc1ccc(CNC(=O)CCC2CCCN(C(=O)Cc3cccs3)C2)c(OC)c1 (centres undefined)	0.9
70	CC(C)(C)S(=O)CCNC(=O)CNC(=O)c1cc(F)cc(F)c1 (centres undefined)	0.4
71	CN(C)S(=O)(=O)NCC1CN(c2ccccc2)C(=O)O1 (centres undefined)	-4.7
72	CC(=O)c1cc(C(=O)N2CCCC(CO)(CCc3ccccc3)C2)cs1 (centres undefined)	-9.3
73	FC(F)(F)c1cc(-c2ccco2)nc(-n2cnc3ccccc32)n1	-11.7
74	COc1ccc(-c2[nH]nc3c2C(c2ccsc2)C(C#N)C(=N)O3)cc1 (centres undefined)	-14.6
75	C=C(C)CN(CC)C(=O)Cn1nc(C)c(S(=O)(=O)N(C)C)c1C	-2.8
76	C=C(C)Cn1c(SCC(=O)NC2CCCCC2)nc2sc3c(c2c1=O)CCC3	2.0
77	CC1(C)C(=O)Nc2ccccc2N1C(=O)CN1CCc2ccccc21	-3.1
78	CN=c1scc(-c2ccccc2)n1N=Cc1ccc2c(c1)OCO2	-31.4
79	CN(C)CC(NC(=O)C1COc2ccccc2C1)c1ccccc1 (centres undefined)	1.0
80	Cn1cnn([C@H]2CC(=O)[C@@H]3OC[C@H]2O3)c1=S	-7.1
81	Cc1cccc(C(=O)N2CCCC(CNC(=O)c3ccc(F)cc3)C2)n1 (centres undefined)	-5.9
82	CCOC(=O)C1(C)CCCCCN1C(=O)c1cc2ccccc2s1 (centres undefined)	9.7
83	C=CCN(c1ccccc1)S(=O)(=O)c1ccc(Br)cc1Cl	-6.0
84	Cc1cc(C)n2ncc(C(=O)N3CCNCC3C(=O)N3CCOCC3)c2n1 (centres undefined)	-16.0
85	COCCC(=O)Nc1ccc2c(c1)CN(Cc1ccc3cc(F)ccc3n1)CC2	0.4
86	CN(C)C(=O)c1cc(-c2cnn(-c3ccccc3F)c2)nc2cc(F)ccc12	-15.1
87	Cc1nn(Cc2c(Cl)cccc2Cl)c(Cl)c1/C=C/C(=O)NC1CC1	-4.9
88	C[C@]12CC[C@@H]3c4ccc(O)cc4CC[C@H]3[C@@H]1C[C@@H](O)[C@@H]2O	-1.4
89	CC(C)CCn1c(N2CCN(Cc3ccc(F)cc3)CC2)nc2c1c(=O)[nH]c(=O)n2C	2.1
90	Cc1ccc(N=Nc2c(C)[nH]n(-c3ccc([N+](=O)[O-])cc3)c2=O)cc1Br	15.1
91	CCOC(=O)C1=C(COC(=O)c2cc3c(s2)CCC(C)C3)NC(=O)NC1C (centres undefined)	-8.8
92	Cn1c(=O)[nH]c(=O)c2c1nc(N1CCN(Cc3ccccc3)CC1)n2Cc1cccc(Cl)c1	-5.0
93	Cc1ccnn1CCc1nc(CC(C)C)nn1-c1ccccc1	-15.8
94	Cc1cc(OCc2cc(C(=O)N(C)C3CCOC3)no2)cc(C)c1Cl (centres undefined)	-2.1
95	CC(C)(C)CC(=O)N1CCN(C(C(=O)NCc2ccc3c(c2)OCO3)C2CCCC2)CC1 (centres undefined)	-0.6
96	CN(Cc1ccccc1)C(=O)COc1ccc(C#N)cc1Cl	-5.8
97	CC1(C)C2CCC1(C)C(NC(=O)NCc1cn3ccccc3n1)C2 (centres undefined)	-5.8
98	Cn1c(=O)[nH]c(=O)c2c1nc(N1CCN(Cc3c(F)cccc3Cl)CC1)n2CCc1ccccc1	-9.0
99	Cc1ccc(-n2nc(C(=O)O)c(=O)n(Cc3ccc(F)cc3)c2=O)cc1C	-5.9
100	CCC(CC)NC(=O)C1CCN(C(=O)c2ccc(F)cc2F)CC1	-7.2
101	CC(C)c1ccc(N2CCN(CC(=O)Nc3cccc(OC(F)F)c3)C2=O)cc1	-5.1
102	Cc1cc(C(=O)COC(=O)Cn2c(C)csc2=O)c(C)n1Cc1ccco1	-0.3
103	CC1(C)CC2CC(C)(CN2c2ccc([N+](=O)[O-])cc2C#N)C1 (centres undefined)	-5.7
104	Cc1cc(Nc2ccc3c(n2)C(=O)N(CC(=O)NCc2ccccc2F)C3)n(C)n1	6.7

Gathered by group, those above with a Cl atom.
entry	mol	mcGAS MS inh
4	Cc1cccc(N2CCN(CC(O)c3ccccc3Cl)CC2)c1 (centres undefined)	-16.7
11	CCCCc1nc(Cl)c(CO)n1Cc1ccc(-c2ccccc2-c2nn[nH]n2)cc1	-5.9&3.6
17	CSc1ncc(CN2CCC(CO)(Cc3ccccc3Cl)CC2)cn1	6.1
19	Clc1ccc(-c2[nH]ncc2Br)cc1	-26.6
30	CC(NC(=O)c1cc(S(=O)(=O)N2CCCC2)cn1C)c1ccc(Cl)cc1Cl (centres undefined)	-8.2
32	COc1ccc(Cl)cc1NS(=O)(=O)c1ccc(C)cc1C	5.4
52	COc1ccc(C(=O)N2CCC(C(=O)Nc3cccc(-c4cccc(Cl)c4)c3)CC2)o1	-2.3
57	O=C(CSCc1ccc(Cl)cc1)Nc1nc2c(s1)CCC2	5.9
60	CCCCOC(=O)c1cccc(NC(=O)c2c(-c3ccccc3Cl)noc2C)c1	-3.6
65	Cn1c(=O)c2c(nc(CN3CCCCC3)n2Cc2c(Cl)cccc2Cl)n(C)c1=O	-2.3
68	COc1cccc(Oc2cc(C(F)(F)F)nc(SCc3ccccc3Cl)n2)c1	0.1
83	C=CCN(c1ccccc1)S(=O)(=O)c1ccc(Br)cc1Cl	-6.0
87	Cc1nn(Cc2c(Cl)cccc2Cl)c(Cl)c1/C=C/C(=O)NC1CC1	-4.9
92	Cn1c(=O)[nH]c(=O)c2c1nc(N1CCN(Cc3ccccc3)CC1)n2Cc1cccc(Cl)c1	-5.0
94	Cc1cc(OCc2cc(C(=O)N(C)C3CCOC3)no2)cc(C)c1Cl (centres undefined)	-2.1
96	CN(Cc1ccccc1)C(=O)COc1ccc(C#N)cc1Cl	-5.8
98	Cn1c(=O)[nH]c(=O)c2c1nc(N1CCN(Cc3c(F)cccc3Cl)CC1)n2CCc1ccccc1	-9.0

Screening data deposited in PubChem BioAssay by Fisher Drug Discovery Resource Center.
